Ecoli WT expand: growth inhibitors of wild-type E. coli, primary screen, strain BW25113, expanded library, OD600 | OD600 absorbance | growth inhibition, % at 100 µM | hit rate 0.15% among 98,000 | AID 710, 2007;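 active means growth inhibition above about 50% at one test dose, limit read from the data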;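 further: growth measured after 20 h incubation at 37 °C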
Mac1 fbg enh: enhancers of CD11b/CD18 adhesion to fibrinogen, primary screen, K562 cells, luminescence; activation, % at 10 µM; Integrin beta-2 (Homo sapiens) + Integrin alpha-M (Homo sapiens), P05107+P11215; ATPlite luminescence; hit rate 0.07% among 93,000;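 active means 10 µM primary screen giving 50% or more activity, confirmed by 40% or more on retest at that dose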; further: strong numbers were not always called active; reference of the scale not given here
FAK blocker: FAK kinase inhibitors, primary screen, biochemical | hit rate 0.84% among 97,000 | biochemical FAK kinase activity assay | inhibition, %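 (tested at 7 µM)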 | Focal adhesion kinase 1 (Homo sapiens), Q05397; in the data active means inhibition above about 19%;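 further: 0% = DMSO and 100% = reference compound high control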
PLAP act: PLAP enzyme activators, biochemical, luminescence, HTS; Alkaline phosphatase, placental type (Homo sapiens), P05187; purified PLAP enzyme, luminescent substrate read-out; hits give high values; activation fold at 20 µM; hit rate 1.2% among 96,000; in the data active means activation fold above about 2
ERa coact pot: enhancers of ERα–SRC-1 coactivator binding, primary screen, biochemical, TR-FRET, ERα LBD, low estradiol. TR-FRET ERalpha-LBD/SRC-Cy5 coactivator binding, 2 h; 100 = basal binding, no effect. coactivator binding (% of control), % at 25.6 µM. hit rate 1.3% among 86,000. Estrogen receptor (Homo sapiens), P03372; in the data active means activity above about 200%;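 further: binding measured in presence of low estradiol as agonist stimulus; 0% = peptide alone without receptor and 100% = receptor with peptide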
Target sequence (P03372 whole entry, looked up, the tested form may be a part): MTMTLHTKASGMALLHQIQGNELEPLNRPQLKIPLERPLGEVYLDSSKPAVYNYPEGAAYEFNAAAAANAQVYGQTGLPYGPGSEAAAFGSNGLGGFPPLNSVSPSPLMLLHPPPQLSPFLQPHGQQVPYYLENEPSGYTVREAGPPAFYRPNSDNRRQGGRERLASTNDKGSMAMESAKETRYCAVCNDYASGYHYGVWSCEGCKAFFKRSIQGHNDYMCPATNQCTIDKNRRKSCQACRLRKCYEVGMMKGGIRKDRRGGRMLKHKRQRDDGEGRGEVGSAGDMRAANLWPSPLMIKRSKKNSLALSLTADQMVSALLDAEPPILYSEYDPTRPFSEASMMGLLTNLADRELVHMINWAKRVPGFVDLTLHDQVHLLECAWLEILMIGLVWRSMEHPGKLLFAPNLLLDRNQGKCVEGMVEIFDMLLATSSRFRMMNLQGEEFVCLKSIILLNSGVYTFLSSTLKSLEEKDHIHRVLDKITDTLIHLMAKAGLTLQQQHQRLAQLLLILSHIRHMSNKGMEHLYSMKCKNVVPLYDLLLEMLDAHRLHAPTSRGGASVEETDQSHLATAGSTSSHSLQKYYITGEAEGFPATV
CD11b adhes inh: inhibitors of CD11b/CD18 adhesion to fibrinogen, primary screen, K562 cells, luminescence. AID 1497, 2009. hit rate 0.54% among 93,000. Integrin beta-2 (Homo sapiens) + Integrin alpha-M (Homo sapiens), P05107+P11215. inhibition, % at 10 µM. ATPlite luminescence; Mn2+ added to activate the integrin;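 active means primary inhibition of 50% or more at 10 µM, then 40% or more on retest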; further: some results filed as inactive read as strong as hits
ERa coact inh: ERα–SRC-1 coactivator interaction inhibitors, primary screen, biochemical, TR-FRET, ERα LBD, estradiol-bound; inhibition, % at 25.6 µM; Estrogen receptor (Homo sapiens), P03372; hit rate 1.7% among 86,000; AID 629, 2007; TR-FRET ER-alpha LBD / SRC-1 peptide; in the data active means inhibition above about 50%;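 further: 0% = receptor plus peptide control and 100% = peptide only without receptor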
MT1-MMP txn act: MT1-MMP promoter reporter activation – cell-based, luciferase luminescence, primary screen. HT1080 MT1-MMP promoter luciferase reporter, overnight; hits give high values. activation factor at 10 µM. hit rate 0.16% among 86,000. AID 750, 2007;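 active means activation factor of at least 2 for MT1-MMP transcription at 10 µM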
ERb coact inh: inhibitors of ERβ-SRC1 coactivator interaction, primary screen, biochemical, TR-FRET, ERβ LBD, SRC-1 peptide | Estrogen receptor beta (Homo sapiens), Q92731 | TR-FRET ER-beta LBD / SRC1-Cy5 peptide binding; receptor agonist-loaded with 1 µM estradiol | inhibition, % at 25.6 µM | hit rate 1.3% among 86,000 | AID 633, 2007;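 active means compounds whose percent inhibition of the receptor-coactivator binding signal exceeds about 50% in the single-dose screen, limit read from the data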;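 further: 0% = receptor plus peptide wells without compound and 100% = peptide-only wells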
An asterisk follows results filed as active; / = no result given; [ ] = another dose, or the depositor's remark.

Values run as follows: Ecoli WT expand	Mac1 fbg enh	FAK blocker	PLAP act	ERa coact pot	CD11b adhes inh	ERa coact inh	MT1-MMP txn act	ERb coact inh
- c1ccc(OCCSc2nc3ccccc3o2)cc1
→ -7	0	-1	1	117	0	3	1.3	0[fluorescence artefact?]
- CN(C)S(=O)(=O)N1CCN(Cc2ccccc2)CC1
→ 3	-3	1	0.9	101	6	-9	1.2	-1
- CC(C)OC(=O)c1ccc(OC(=O)c2cccnc2)cc1
→ 0	-1	-2	1.1	100	-4	-2	1.1	-2
- CC(C)(C)C(=O)NCCn1ccc2ccccc21
→ -8	1	-3	1.3	128	-9	-9	/	4
- Oc1ccc(Cl)cc1CNCC1CCCO1 (stereo unspecified)
→ 2	0	5	0.9	118	18	-3	1.2	-12
- Cc1occc1C(=O)NCc1ccccn1
→ 8	0	2	1.1	124	-19	-3	1	-4
- O=C(NC1CCCCCC1)C1CC(=O)N(Cc2ccccc2)C1 (stereo unspecified)
→ 0	-5	-4	1.4	123	-1	-6	1.1	-10
- O=C(OCC(CO)OC(CO)n1ccc(=O)[nH]c1=O)c1ccccc1 (stereo unspecified)
→ -4	3	-4	1.2	103	1	11	1	-1[fluorescence artefact?]
- Cc1ccc(S(=O)(=O)N2CCC(C(=O)OC(C)C(=O)NCc3ccc4c(c3)OCO4)CC2)cc1 (stereo unspecified)
→ 2	-5	-3	1.1	119	-3	-2	1.2	0
- CN1C(=O)C(CC(=O)N2CCN(C(c3ccccc3)c3ccccc3)CC2)N(C)C1=O (stereo unspecified)
→ -4	0	1	1.3	91	-20	-40	1.2	-10
- O=C(CC1CCCC1)OCn1nnc2ccccc2c1=O
→ 2	2	/	0.9	121	1	16	1.2	-2
- CC(C)CC(/C(O)=C(\C#N)c1nc2ccccc2[nH]1)N1C(=O)c2ccccc2C1=O (stereo unspecified)
→ 4	-7	-12	2.1*	100	18	2	1.1	4[fluorescence artefact?]
- COc1ccc(-c2ccc(-c3noc(-c4ccccc4C)n3)c(OC)n2)cc1
→ -26	7	6	1.3	230*[fluorescence artefact?]	-13	-3[fluorescence artefact?]	0.9	23[fluorescence artefact?]
- CCOC(=O)C1=C(C)N(c2nonc2NC(C)=O)C(N)=C(C#N)C1c1ccccc1F (stereo unspecified)
→ -6	-2	-7	1.2	/	-2	/	1	/
- O=C(c1cccs1)N1CCN(Cc2ccc3c(c2)OCO3)CC1
→ -9	-2	-1	1.2	/	-23	/	1.1	/
- CC(C)(C)NC(=O)NC(=O)COC(=O)C1CC(=O)N(Cc2ccccc2)C1 (stereo unspecified)
→ -7	1	/	1	107	26	-8	0.9	-3
- CCCCC(=NCCO)C1=C(O)C(C(=O)OC)C(C)(C)CC1=O (stereo unspecified)
→ -3	8	0	1.1	119	0	-8	1.1	2[fluorescence artefact?]
- CCc1c(C)sc(NC(=O)CSc2nc3c(c(C(F)(F)F)n2)CCc2ccccc2-3)c1C#N
→ 0	6	0	0.9	/	-1	/	/	/
- C/C(N)=C(/C#N)C(=O)COC(=O)C1CCC(C(C)(C)C)CC1 (stereo unspecified)
→ -8	-3	-2	1.6	95	42	7	1	3
- Cc1cc2c(c(=O)n1Cc1ccc3c(c1)OCO3)C(c1cccnc1)C(C#N)=C(N)O2 (stereo unspecified)
→ -9	-1	-5	0.9	112	-12	11[fluorescence artefact?]	1	2[fluorescence artefact?]

Some entries already given, limited to MT1-MMP txn act:
structure	MT1-MMP txn act
Cc1occc1C(=O)NCc1ccccn1	1
O=C(NC1CCCCCC1)C1CC(=O)N(Cc2ccccc2)C1 (stereo unspecified)	1.1
O=C(OCC(CO)OC(CO)n1ccc(=O)[nH]c1=O)c1ccccc1 (stereo unspecified)	1

Next part.
Values run as follows: Ecoli WT expand	Mac1 fbg enh	FAK blocker	PLAP act	ERa coact pot	CD11b adhes inh	ERa coact inh	MT1-MMP txn act	ERb coact inh
- Cn1c(=O)[nH]c(=O)c2c1nc(NC1CCCCC1)n2Cc1ccccc1
→ 26	5	1	1	117	-8	-3	1.2	0
- CCOc1ccc(S(=O)(=O)Nc2cccc(OC)c2)cc1
→ 1	2	0	1.1	91	36	5	1	-5
- Cc1ccccc1C(=O)N/N=C/c1ccc([N+](=O)[O-])s1
→ 7	1	2	1.4	80	-3	-3	/	4
- Cc1ccc(CNC(=O)CSc2nc3ccccc3c(=O)n2CCCO)cc1
→ 0	0	-1	1.5	115	-57	-1	1	42
- CCOC(=O)N1CCN(C(=O)C2CCCN(c3ncnc4c3sc3cccc(F)c34)C2)CC1 (stereo unspecified)
→ /	/	/	/	105	/	1	1.2	-6
- CN1C(=O)C(O)(CC(=O)c2ccccn2)c2cc(Br)ccc21 (stereo unspecified)
→ 14	-5	-4	1.2	113	-4	-2[fluorescence artefact?]	1.2	0[fluorescence artefact?]
- Cc1ccc2nc(-c3ccc(NC(=O)CN(c4ccccc4C)S(C)(=O)=O)cc3)sc2c1
→ -5	59	-1	1.1	/	15	/	/	/
- CCCCCSc1nnc(C)c(=O)[nH]1
→ -1	-2	-1	1.1	/	15	/	/	/
- CC(C)OC(=O)c1nn2c(C(F)(F)F)cc(-c3ccc(Br)o3)nc2c1Br
→ -9	-3	-1	1.1	100	8	-3	1	1
- CC(C)(C)OC(=O)N1CCC[C@H]1C(=O)NCC1CCC(C(=O)O)CC1 (stereo partly specified)
→ -5	0	/	0.9	87[fluorescence artefact?]	-8	-1	1.2	9
- COc1ccccc1-c1nnc(SCC(=O)N2CCOCC2)o1
→ /	/	/	/	109	/	0	1.8	-7
- C=CCn1c(SCC(=O)Nc2cc(OC)c(NC(=O)c3ccco3)cc2OC)nnc1-c1ccncc1
→ /	/	2	/	108	/	-6	1.2	-11
- c1ccc(Cn2c(CNc3nc4ccccc4n3CCN3CCOCC3)nc3ccccc32)cc1
→ 3	2	2	2.8*	106	3	6[fluorescence artefact?]	1.3	6[fluorescence artefact?]
- Clc1ccccc1CSc1ncccn1
→ 12	-2	2	0.9	103[fluorescence artefact?]	12	19	1.2	1[fluorescence artefact?]
- COC(=O)c1ccc(C(=O)Nc2ccc3nc(-c4cccnc4)[nH]c3c2)cc1
→ 4	9	15	1	137[fluorescence artefact?]	-8	-10	1.2	-21
- CC(=O)Nc1nonc1-c1nc2ccccc2n1CCC(C)C
→ 7	-2	3	1.2	99[fluorescence artefact?]	-4	10	1	2
- c1ccc(-c2cnc(-c3ccccc3)nc2)cc1
→ -7	-6	0	1	112	43	7	/	9
- O=C(Nc1scc(-c2cccs2)c1C(=O)O)c1cccs1
→ -3	-2	-4	1.2	98	-7	8	1	7
- CC(C)C(NS(=O)(=O)c1cccc2nsnc12)C(=O)NCc1ccc2c(c1)OCO2 (stereo unspecified)
→ 3	-2	-1	0.9	114[fluorescence artefact?]	-1	3	/	2
- CCOc1ccccc1NC(=O)N1CCC(NC(=O)c2cccc(C)c2)CC1
→ 3	-3	11	1.6	108[fluorescence artefact?]	-11	63*[fluorescence artefact?]	1.1	65*[fluorescence artefact?]
- CC1CCN(C(c2ccc(N(C)C)cc2)c2nnnn2Cc2ccccc2)CC1 (stereo unspecified)
→ -4	1	0	1	113	-10	13[fluorescence artefact?]	1.1	7[fluorescence artefact?]
- CC(=O)c1cn(CC(=O)NCc2cccnc2)c2ccccc12
→ 0	-3	1	1	69[fluorescence artefact?]	14	-5	1.1	5
- O=c1c2c(nc3n1CCCCC3)sc1c(O)cccc12
→ 6	0	5	1.5	102[fluorescence artefact?]	8	8	0.7	11
- COc1ccc(/C=C/C(=O)NC(=S)NNC(=O)c2ccco2)cc1
→ /	/	6	/	101[fluorescence artefact?]	/	-17	1.3	-10
- COC(=O)c1[nH]c2ccc(Br)cc2c1NC(=O)C(C)N1CCN(C2CCCCC2)CC1 (stereo unspecified)
→ 12	0	0	1.5	120	7	-1	1.1	-1
- Cc1ccc(CNC(=O)CN2CCCC(C)C2)cc1 (stereo unspecified)
→ 8	-2	1	1	/	59	/	/	/
- CCCCOc1ccc(Cl)cc1CSc1nnc(C)n1N
→ 7	12	-3	0.9	114	-27	0	1.1	-4
- O=C(NNC1=C(C(=O)C(F)(F)F)CCC1)c1cccc(Cl)c1
→ 32	-7	-3	2*	92[fluorescence artefact?]	99*	-3	1.2	-5
- CCOC(=O)CSc1nc2cc(OCC)ccc2cc1C#N
→ -4	9	/	1	351*[fluorescence artefact?]	-16	12[fluorescence artefact?]	1.7	18[fluorescence artefact?]
- C=CCOC(=O)CN1C(=O)c2ccccc2C1=O
→ -1	-1	/	1	114	-11	-4	1.1	-7
- Cc1ccccc1-n1nc(C)c2cc(C(=O)NC3CC3)sc21
→ 6	-4	0	1.2	88	5	-6	1.1	-9
- Cc1cccc(OCC(=O)Nc2cc(C)c(C)cc2O)c1
→ -13	3	0	1	111	-17	-12	1	7[fluorescence artefact?]
- O=C(NCCc1ccc2c(c1)OCCO2)c1cc2ccccc2o1
→ 5	-4	1	0.7	112	48	-7	1.1	-13
- CN1CCN(c2nc3c(c(=O)[nH]c(=O)n3C)n2CCOc2ccccc2)CC1
→ -6	-2	1	1.4	116[fluorescence artefact?]	-9	-1	1.1	1
- Cc1ccc(C)c(NC(=S)NC2CC3CCC(C2)N3Cc2ccco2)c1 (stereo unspecified)
→ 16	3	3	1.4	/	2	/	/	/
- O=C(O)CCc1ccc(-c2ccccc2)n1NC(=O)c1sc2ccccc2c1Cl
→ -5	0	-3	1.3	99	2	-3	1.1	-8
- Nc1nnc(COc2ccc(Br)cc2Br)s1
→ 0	-4	-1	0.9	113	-8	-4	1.3	1
- C=CCOC(=O)C1=C(C)NC(C)=C(C(=O)OCC=C)C1c1cccs1
→ 5	5	6	1.1	/	6	/	/	/
- Cc1cc2cc3c(cc2nc1SCC(=O)O)OCCO3
→ 1	-1	-3	1	100	-12	-1	1.1	-5
- O=C(CSC1=NCCS1)N1CCCC1
→ 0	-3	/	0.9	101[fluorescence artefact?]	6	-6	1.1	-2
- CC1CCCN(C(C(=O)Nc2ccc(C(C)C)cc2)c2ccc3c(c2)OCO3)C1 (stereo unspecified)
→ -5	-2	-2	1.6	84	5	12	/	14
- Cc1cc(NC(=O)C2CC(c3ccc(F)cc3)=NO2)no1 (stereo unspecified)
→ 4	2	-2	1	132[fluorescence artefact?]	-3	-9	1.1	-2
- CC(C)CCn1c(SCC(=O)c2ccccc2)nc2c1c(=O)[nH]c(=O)n2C
→ -11	1	2	0.9	118	-2	5	1.2	-10
- COc1ccc(CNC(=O)c2c(-c3cc(Cl)c(OC)c(Cl)c3)noc2C)cc1
→ 0	-4	-8	1.1	112	-2	-7	/	-2
- CC(=O)Nc1sc2c(c1C(N)=O)CCC2
→ /	/	18	/	96[fluorescence artefact?]	/	-40	1.1	-17
- Cn1c(CSCc2ccc(Cl)cc2)nnc1SCC(=O)Nc1nccs1
→ /	/	-1	/	107	/	-14	1.8	-10
- CCSc1nnc(NC(=O)CCn2c(=O)oc3ccccc32)s1
→ /	/	/	/	131	/	14	1.1	30[fluorescence artefact?]
- CN1CCCc2cc(C#N)c(=O)[nH]c21
→ 1	-2	1	0.9	105[fluorescence artefact?]	-44	-2	1.1	-10
- CCCN(CCC)CC(O)CN(c1ccccc1)S(=O)(=O)c1ccc(C)cc1 (stereo unspecified)
→ 0	-1	0	1.4	101	-6	29	1.3	3
- CCc1nn2c(=O)cc(CSc3nc(C)cc(=O)[nH]3)nc2s1
→ -2	0	1	0.9	136	-1	0	/	16
